Screening results: PubChem, The Scripps Research Institute Molecular Screening Center
S1P1 ag: S1P1 (human) receptor agonism. activation, % at 4.5 µM. AID 1044. hit rate 1.5% among 16,000. S1P1 agonist cell-based reporter assay. P21453; in the data active = activation above about 80%
Target sequence (P21453 whole entry, looked up): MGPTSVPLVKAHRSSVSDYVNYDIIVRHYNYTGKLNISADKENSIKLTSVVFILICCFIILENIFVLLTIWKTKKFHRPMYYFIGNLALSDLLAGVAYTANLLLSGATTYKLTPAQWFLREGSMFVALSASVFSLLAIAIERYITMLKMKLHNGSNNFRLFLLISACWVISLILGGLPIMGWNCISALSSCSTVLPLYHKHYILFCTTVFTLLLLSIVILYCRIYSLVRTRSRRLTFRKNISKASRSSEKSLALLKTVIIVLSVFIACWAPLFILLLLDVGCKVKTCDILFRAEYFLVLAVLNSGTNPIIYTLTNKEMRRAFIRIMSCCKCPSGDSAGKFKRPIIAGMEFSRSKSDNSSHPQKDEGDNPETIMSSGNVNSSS
NOTCH agonist: NOTCH pathway agonism; NOTCH signaling luciferase reporter cells, luminescence; activation, % at 2.5 µM; hit rate 0.4% among 15,000; in the data active = activation above about 2.2%
KOR antag MB: blocks the human kappa opioid receptor, Maybridge compounds | OPRK1 cells, antagonist mode, fluorescence readout | inhibition, % at 9 µM | hit rate 0.4% among 16,000 | AID 652031; in the data active = inhibition above about 50%
Luminol counter: counter-screen for Nox1 inhibitors: inhibitors of luminol chemiluminescence. hit rate 0.4% among 16,000. inhibition, % at 6.7 µM. HRP/luminol/H2O2 chemiluminescence counterscreen; note: reference of the scale not given here
Nox1 inh: human Nox1 inhibition; Q9Y5S8; HT29 cells, luminol chemiluminescence ROS; inhibition, % at 6.7 µM; hit rate 0.81% among 16,000; AID 1792
Target sequence (Q9Y5S8 whole entry, looked up): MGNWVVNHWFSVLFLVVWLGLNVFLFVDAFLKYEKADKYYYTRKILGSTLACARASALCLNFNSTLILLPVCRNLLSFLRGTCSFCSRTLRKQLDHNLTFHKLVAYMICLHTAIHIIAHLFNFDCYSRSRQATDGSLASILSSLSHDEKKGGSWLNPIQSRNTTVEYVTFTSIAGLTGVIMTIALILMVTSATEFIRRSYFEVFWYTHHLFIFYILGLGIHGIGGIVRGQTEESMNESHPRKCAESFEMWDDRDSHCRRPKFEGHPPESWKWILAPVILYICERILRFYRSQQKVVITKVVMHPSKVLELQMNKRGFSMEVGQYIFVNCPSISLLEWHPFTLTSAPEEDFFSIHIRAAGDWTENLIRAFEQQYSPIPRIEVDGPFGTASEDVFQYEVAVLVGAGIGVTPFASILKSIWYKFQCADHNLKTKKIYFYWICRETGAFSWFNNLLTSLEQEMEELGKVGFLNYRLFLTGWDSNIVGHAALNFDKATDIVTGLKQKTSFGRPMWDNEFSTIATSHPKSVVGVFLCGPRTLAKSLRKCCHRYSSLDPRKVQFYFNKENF
TLR4-MyD88 inh: inhibitors of human TLR4-MyD88 binding | AID 811 | inhibition, % at 10 µM | hit rate 0.06% among 16,000 | Cell-based TLR4-MyD88 binding inhibition assay | O00206; in the data active = inhibition above about 45%
rat GALR2 agon: agonists of rat galanin receptor 2 (GALR2); activation, % at 10 µM; cell-based GALR2 agonist screen; hit rate 0.5% among 16,000; AID 833; O08726; in the data active = activation above about 15%
PME-1 Maybridge: inhibitors of human PME-1 in Maybridge library | Q9Y570 | recombinant PME-1, FP-Rh probe fluorescence polarization | inhibition, % at 9 µM | hit rate 0.5% among 16,000 | AID 2291; in the data active = inhibition above about 30%
* hit, by the source's call; nt = not tested or not shown. Cut-off read from the data, not from the text of the source, unless noted: active = inhibition above about 75%; inactive = the rest.

Assay codes: A = S1P1 ag; B = NOTCH agonist; C = KOR antag MB; D = Luminol counter; E = Nox1 inh; F = TLR4-MyD88 inh; G = rat GALR2 agon; H = PME-1 Maybridge
COc1ccc(C2CC3CC(c4ccccc4)N2O3)cc1 (centres undefined)
  A = -13	B = 0.3	C = -23	D = -2	E = -53	F = 1	G = -5	H = 4

Cc1nn(-c2ccccc2)c2c1C(c1ccccc1Cl)C1=C(CC(C)(C)CC1=O)N2 (centres undefined)
  A = -32	B = -0.7	C = -1	D = -1	E = -5	F = -12	G = -10	H = 6

CCOC(=O)c1[nH]ncc1-c1ccc(Cl)cc1Cl
  A = -1	B = -0.2	C = -11	D = 0	E = -38	F = 3	G = -5	H = 4

Oc1ccc(Cl)cc1C=Nc1ccc2cn[nH]c2c1
  A = -1	B = -1.0	C = -18	D = -7	E = 2	F = -3	G = -4	H = 10

O=S(=O)(Nc1cccc(-c2nnco2)c1)c1cc(Cl)c(Cl)cc1Cl
  A = 25	B = -0.6	C = 11	D = -4	E = 34	F = 1	G = 0	H = 3

COC(=O)c1sccc1-c1ccc(CN2CCCc3cc(OC)ccc32)o1
  A = -5	B = -0.1	C = -12	D = -30	E = 94*	F = -12	G = -9	H = 10

Cc1ccc(N2C(=O)CC(N3CCOCC3)C2=O)cc1C (centres undefined)
  A = 7	B = 0.5	C = -11	D = 3	E = -32	F = 5	G = 4	H = 0

O=C(CCCCC(=O)NCC(=O)ON1C(=O)CCC1=O)NCC(=O)ON1C(=O)CCC1=O
  A = -6	B = -0.6	C = 17	D = 3	E = -42	F = 5	G = -9	H = -3

Cc1cc2nc3c(=O)[nH]c(=O)nc-3n(CC(O)C(O)C(O)CO)c2cc1C (centres undefined)
  A = -8	B = -0.2	C = 23	D = 11	E = 2	F = 17	G = -9	H = 8

O=C(CN1CCOCC1)Nc1ccccc1Sc1nccc(C(F)(F)F)n1
  A = -1	B = -0.1	C = -10	D = 2	E = -12	F = 2	G = -9	H = 2

Nc1nc(-c2ccncc2)nc2c1cnn2-c1ccccc1
  A = -40	B = -0.2	C = 14	D = 4	E = -40	F = -1	G = 6	H = -3

CC(C)(C)C1=C(C#N)C(c2cccs2)C(C#N)=C(NC(=O)NC(=O)c2c(F)cccc2Cl)O1 (centres undefined)
  A = -1	B = -0.4	C = -14	D = 5	E = -48	F = -11	G = -2	H = 6

COC(=O)c1cc(OC)c(OC)cc1NC(=O)c1cnc(N(C)C)nc1C(F)(F)F
  A = -29	B = -0.4	C = -5	D = -1	E = -24	F = 3	G = -3	H = 0

O=C(CCN1CCCC1)c1ccc2ccccc2c1
  A = -1	B = -0.3	C = 2	D = -1	E = -14	F = 5	G = -4	H = -1

CSc1nnc(SCC(=O)N2CCC(C(F)(F)F)CC2)s1
  A = -13	B = 2.7*	C = -2	D = 3	E = -36	F = -6	G = -7	H = -4

O=C(Nc1ccc(F)cc1)C(=S)NCc1ccccc1
  A = -14	B = 0.3	C = -14	D = -4	E = 2	F = -6	G = -7	H = 4

Fc1ccc(CNC(=S)Nc2ccc(F)cc2F)cc1
  A = 1	B = nt	C = -12	D = 3	E = -28	F = -26	G = -10	H = 1

N/C(=N\O)c1ccc(OCc2ccc(Cl)cc2)cc1
  A = -3	B = -0.2	C = 17	D = 12	E = 22	F = 2	G = -6	H = 1

Cc1nc(NC(=O)c2cnccn2)ccc1Br
  A = 1	B = -0.2	C = 25	D = -1	E = 16	F = 2	G = -6	H = -2

N#Cc1cnn(C(=O)c2cccs2)c1C1CC1
  A = 1	B = -0.3	C = 23	D = -6	E = 6	F = 0	G = -1	H = 8

Nc1ncc(C(=O)Nc2cccc(F)c2)c(C(F)(F)F)n1
  A = -25	B = 1.6	C = -4	D = 2	E = 1	F = -10	G = -3	H = -1

COc1ccc(C(=O)NCc2csc(-c3cccs3)n2)cc1
  A = 11	B = -0.3	C = 2	D = 0	E = -25	F = 10	G = -3	H = 3

N#CNC(=Nc1ccccc1C(F)(F)F)N1CCCC1
  A = -4	B = 0.1	C = 15	D = -5	E = -5	F = 11	G = -4	H = 5

CC(=O)Nc1ccc(/C=C/[N+](=O)[O-])cc1
  A = 14	B = 0.1	C = 10	D = -1	E = 14	F = -7	G = -9	H = -3

COCCCN(Cc1cc(OC)c(OC)c(OC)c1)C(=S)Nc1cccc(SC)c1
  A = 2	B = -0.4	C = 12	D = 1	E = -29	F = -7	G = -4	H = 2

Continuation.
Structure,S1P1 ag,NOTCH agonist,KOR antag MB,Luminol counter,Nox1 inh,TLR4-MyD88 inh,rat GALR2 agon,PME-1 Maybridge
O=C(COC(=O)c1cccc(Br)c1)c1ccc(Br)cc1,12,0.0,6,-2,5,7,0,-1
Cc1c(C(=O)O)sc2nc(C(F)(F)F)nn12,-18,-0.3,2,-5,24,-8,-6,6
NNC(=O)CSCCCN1CCN(c2cccc(Cl)c2)CC1,-16,nt,1,4,-58,-3,-11,2
O=C(CN1CCCN(c2ncc(C(F)(F)F)cc2Cl)CC1)Nc1c(F)cccc1F,2,-0.5,-16,2,-42,11,-8,23
O=C(COCC(=O)N1CCOCC1)N1CCOCC1,-11,-0.3,-1,0,-38,8,-4,0
FC(F)(F)c1ccnc(NC2CCN(Cc3ccccc3)CC2)n1,-4,-0.5,nt,-2,-32,-10,-7,0
O=C(CN1CCN(c2nc3cc(Cl)ccc3s2)CC1)c1ccc(-c2ccccn2)s1,0,-0.3,10,-1,-52,14,-5,1
Nc1ccccc1Sc1nc(-c2ccccc2N)ccc1[N+](=O)[O-],0,-5.6,25,-4,30,-9,-6,1
CSC(SC)=C(C#N)S(=O)(=O)C(C)C,55,nt,15,3,9,4,-15,3
Cc1csc2ncnc(N3CCCCC3)c12,34,-0.6,-3,-6,24,5,-6,7

Exported as labelled records: 4 of the compounds above
O=C(COC(=O)c1cccc(Br)c1)c1ccc(Br)cc1
  S1P1 ag: 12 | NOTCH agonist: 0.0 | KOR antag MB: 6 | Luminol counter: -2 | Nox1 inh: 5 | TLR4-MyD88 inh: 7 | rat GALR2 agon: 0 | PME-1 Maybridge: -1

Cc1c(C(=O)O)sc2nc(C(F)(F)F)nn12
  S1P1 ag: -18 | NOTCH agonist: -0.3 | KOR antag MB: 2 | Luminol counter: -5 | Nox1 inh: 24 | TLR4-MyD88 inh: -8 | rat GALR2 agon: -6 | PME-1 Maybridge: 6

NNC(=O)CSCCCN1CCN(c2cccc(Cl)c2)CC1
  S1P1 ag: -16 | NOTCH agonist: nt | KOR antag MB: 1 | Luminol counter: 4 | Nox1 inh: -58 | TLR4-MyD88 inh: -3 | rat GALR2 agon: -11 | PME-1 Maybridge: 2

O=C(CN1CCCN(c2ncc(C(F)(F)F)cc2Cl)CC1)Nc1c(F)cccc1F
  S1P1 ag: 2 | NOTCH agonist: -0.5 | KOR antag MB: -16 | Luminol counter: 2 | Nox1 inh: -42 | TLR4-MyD88 inh: 11 | rat GALR2 agon: -8 | PME-1 Maybridge: 23

Additional records:
Structure,S1P1 ag,NOTCH agonist,KOR antag MB,Luminol counter,Nox1 inh,TLR4-MyD88 inh,rat GALR2 agon,PME-1 Maybridge
Nc1ncc(-c2nnnn2-c2ccc(F)cc2)c(C(F)(F)F)n1,-9,-1.2,1,1,-24,2,-7,2
CCOC(=O)c1ccc(NC(=S)NC(C)c2ccc3c(c2)OCCO3)cc1 (centres undefined),6,-0.3,8,6,-60,4,-3,-66
CN(C)/C=C(\C#N)C(=O)Nc1ccccn1,1,-0.1,-5,-7,12,-14,-7,5
COc1cccc(Sc2nc(SC)nc(Sc3cccc(OC)c3)c2C#N)c1,-2,-0.8,2,-3,-11,-10,-8,-7
CCOC(=O)c1ccc(N=Cc2ccc(Cl)cc2)cc1,-11,0.6,5,3,-38,13,-3,-4
C=CCn1c(SCC(=O)NNC(=S)NC)nnc1-c1ccccc1,7,0.1,-20,89*,-11,8,-4,7
O=S(=O)(c1ccc(Cl)cc1)N1CCN=C1COc1cccnc1,-7,-0.3,27,0,-28,7,-6,1
COc1cccc(OC)c1COC(=O)Nc1c(-c2ccccc2Cl)noc1C,-2,0.4,-22,-4,7,-3,-3,28
N#Cc1sc2nc3ccccc3n2c1/N=C/N1CCOCC1,-15,-0.5,16,-4,-28,-5,-6,8
NC(=S)NNC(=O)c1ccc([N+](=O)[O-])o1,-11,-0.4,1,24,-36,6,-5,2
NS(=O)(=O)c1cc(C(F)(F)F)cc(C(F)(F)F)c1,-12,-0.5,-8,-1,-30,-5,-4,0
COc1cc2c(cc1OC)C(C)N(S(=O)(=O)c1cn(C)c(C)n1)CC2 (centres undefined),-19,0.7,-21,-3,19,-8,-3,2
O=C(c1ccccc1)c1nn(-c2ccc(C(F)(F)F)cc2)ccc1=O,-29,-0.7,-17,2,4,-4,-2,2
CC(=O)NC(C)c1ccccc1 (centres undefined),-10,0.6,-13,1,-16,0,-6,2
S=c1nc[nH]c2[nH]ncc12,7,-0.2,0,80*,13,-10,-3,1
Cc1nc(/C(N)=N/OC(=O)c2ccc(C(F)(F)F)cc2)cs1,40,-0.8,0,3,-15,0,-7,-6
CCOC(=S)SCc1c(F)cccc1Cl,-2,0.2,-8,-2,-6,-5,-6,3
COC(=O)c1ccc(Cl)cc1NS(=O)(=O)c1ccc(OC)c(OC)c1,-1,-0.5,-16,0,-43,-13,-4,6
CSCC(CSC)OC(=O)NC(=O)c1sc(C#N)c(C)c1C,0,-0.8,10,2,-1,-4,-8,-3
COC(=O)c1c(S(=O)(=O)N2CCOCC2)c(C)n(C)c1C,2,-0.7,7,2,-99,2,-4,-4
c1ccc(CN2CCC(n3nnc4cccnc43)CC2)cc1,-10,-0.3,8,-8,-12,-7,-8,3
CCOC(=O)c1sc(NC(=S)NC(=O)c2ccc(C(F)(F)F)cc2)nc1C,-5,0.2,11,-8,7,-15,-5,4
FC(F)(F)c1ccc(-n2ccnc2)cc1,3,0.0,13,4,-66,5,-2,0
O=C(c1ccccc1)C1CCN(C(=O)CN2C(=O)c3ccccc3C2=O)CC1,-4,0.1,-26,-5,3,-4,-4,1
Cc1cc(C(C)(C)C)cc(C)c1C#N,7,-0.4,19,-6,25,-1,-5,6
Oc1ccccc1C=Nc1ccc(Oc2ccccc2)cc1,-10,0.6,-13,-73,-16,-5,-6,-2
CCOC(=O)NC(=S)NCc1cccs1,10,-0.9,-6,2,-20,0,-11,2
Cc1cc(C)n(Cc2c(Cl)cccc2Cl)n1,11,0.7,15,-2,-2,-9,-6,3
COc1ccc(C(=O)Nc2cccnc2Oc2ccc(C(C)(C)C)cc2)cc1OC,-45,-0.2,0,-4,7,-9,-6,4
CCOC(=O)c1sc(SCC(=O)c2ccc(Cl)cc2Cl)nc1C,8,-0.6,-9,7,-30,1,4,-1

Some of these compounds in order of formula weight, lowest first.
Structure,S1P1 ag,NOTCH agonist,KOR antag MB,Luminol counter,Nox1 inh,TLR4-MyD88 inh,rat GALR2 agon,PME-1 Maybridge
Cc1cc(C(C)(C)C)cc(C)c1C#N,7,-0.4,19,-6,25,-1,-5,6
Cc1cc(C)n(Cc2c(Cl)cccc2Cl)n1,11,0.7,15,-2,-2,-9,-6,3
c1ccc(CN2CCC(n3nnc4cccnc43)CC2)cc1,-10,-0.3,8,-8,-12,-7,-8,3
O=C(c1ccccc1)C1CCN(C(=O)CN2C(=O)c3ccccc3C2=O)CC1,-4,0.1,-26,-5,3,-4,-4,1
CCOC(=O)c1sc(SCC(=O)c2ccc(Cl)cc2Cl)nc1C,8,-0.6,-9,7,-30,1,4,-1
CCOC(=O)c1sc(NC(=S)NC(=O)c2ccc(C(F)(F)F)cc2)nc1C,-5,0.2,11,-8,7,-15,-5,4

These rows are one share of the data, so the mix of outcomes need not match the whole.
